Screens from PubChem.
PLC-beta3 inh: PLC-beta3 (human) inhibition, primary screen; Q01970; Purified PLC-beta3, fluorogenic substrate, fluorescence; inhibition, % at 12.2 µM; 370,000 tested, 0.18% active; AID 720704; in the data active = inhibition above about 11%;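 also: 0% = median of compound wells on plate and 100% = full blocker control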
PG9 binder: PG9 antibody binding by small molecule; TR-FRET gp120-PG9 antibody binding; inhibition, % at 6.7 µM; 360,000 tested, 0.43% active; in the data active = inhibition above about 8.5%
ssDAF12 agonist: S. stercoralis DAF-12 activation, primary screen | HEK293 ssDAF-12/GRIP1 lit1-tk-luc reporter, luminescence; % of 3 µM dafachronic acid response | activation, % at 6.8 µM | 370,000 tested, 1% active | AID 652126;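 active = activation above the mean over all tested compounds plus 3 SD, cut at about 0.9% in these data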;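 also: 0% = DMSO-only wells and 100% = 3 µM delta7-dafachronic acid wells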
Rev-erbA mod: Rev-erb alpha (human) modulation. P20393. Rev-erbα–FITC-DNA binding, fluorescence polarization, 90 min. activity, % at 10 µM. 370,000 tested, 0.79% active. AID 1259318;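 active = activity above about 14%, limit read from the data; passing the limit was not always enough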;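 also: 0% = DMSO wells with 35 nM protein and 100% = DMSO wells with 750 nM protein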
Target sequence (P20393 whole entry, looked up): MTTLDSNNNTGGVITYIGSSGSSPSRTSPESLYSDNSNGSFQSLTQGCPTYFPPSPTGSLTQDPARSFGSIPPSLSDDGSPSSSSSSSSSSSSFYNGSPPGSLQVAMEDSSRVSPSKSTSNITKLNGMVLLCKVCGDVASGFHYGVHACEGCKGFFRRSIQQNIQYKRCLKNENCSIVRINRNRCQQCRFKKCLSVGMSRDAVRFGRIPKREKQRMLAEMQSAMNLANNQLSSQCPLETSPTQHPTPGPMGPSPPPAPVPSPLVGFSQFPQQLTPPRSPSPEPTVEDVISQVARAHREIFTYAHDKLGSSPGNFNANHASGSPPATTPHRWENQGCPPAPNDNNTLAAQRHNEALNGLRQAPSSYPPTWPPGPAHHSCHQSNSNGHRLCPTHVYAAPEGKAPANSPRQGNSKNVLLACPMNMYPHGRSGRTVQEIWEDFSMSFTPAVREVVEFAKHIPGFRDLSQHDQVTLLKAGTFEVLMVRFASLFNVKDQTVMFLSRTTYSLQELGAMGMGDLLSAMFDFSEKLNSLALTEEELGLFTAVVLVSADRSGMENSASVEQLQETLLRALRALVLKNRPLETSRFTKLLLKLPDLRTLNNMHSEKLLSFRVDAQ
hgDAF-12 ag: activates the H. glycines DAF-12 receptor ligand-binding domain; 370,000 tested, 1.8% active; HEK293 GAL4-hgDAF12 UAS-luciferase reporter, agonist luminescence; normalized to butyrate control; activation, % at 6.8 µM;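 active = activation above a cutoff set at the mean of all screened compounds plus 3 SD, cut at about 10% in these data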;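 also: 0% = DMSO wells and 100% = sodium butyrate wells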
SMARCA2 activ: SMARCA2 function activation, primary screen; MG213 cells, MMTV-luciferase reporter, dexamethasone, overnight; activation, % at 9.1 µM; 370,000 tested, 1% active; in the data active = activation above about 7.8%;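 also: 0% = vehicle wells and 100% = reference activator wells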
DAX1 inh-1: inhibitors of human orphan nuclear receptor DAX1 (NR0B1) | HEK293 Gal4-DAX1 luciferase reporter, luminescence | inhibition, % at 6.75 µM | 340,000 tested, 0.99% active | AID 504766;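 active = inhibition above the mean over all tested compounds plus 3 SD, cut at about 4.2% in these data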;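 also: 0% = DAX1-transfected cells with DMSO and 100% = empty-vector control cells with DMSO; inhibition shows as a rise in luminescence from relieved DAX1 repression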
Target sequence (P51843 207-470 limits assumed): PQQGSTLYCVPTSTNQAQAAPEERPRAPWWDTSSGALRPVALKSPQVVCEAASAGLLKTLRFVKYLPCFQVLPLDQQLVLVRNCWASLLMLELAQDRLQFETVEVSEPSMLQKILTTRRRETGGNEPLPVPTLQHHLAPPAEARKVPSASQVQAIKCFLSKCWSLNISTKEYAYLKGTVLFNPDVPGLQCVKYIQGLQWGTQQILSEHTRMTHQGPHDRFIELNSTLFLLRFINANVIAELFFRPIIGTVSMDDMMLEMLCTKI
DAX1 inh-2: blocks DAX1 repression of SF-1 activated StAR promoter. HEK293T StAR-luciferase reporter, SF-1/DAX-1 repression relief. inhibition, % at 6.8 µM. 370,000 tested, 1.1% active. AID 652010;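 active = inhibition above the mean over all tested compounds plus 3 SD, cut at about 3.6% in these data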;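 also: 0% = DAX-1 cells with DMSO and 100% = cells lacking DAX-1 with DMSO; higher inhibition means more luminescence from relief of DAX-1 repression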
hcDAF12 agonist: H. contortus DAF-12 activation, primary screen | HEK293 hcDAF-12 lit1-tk-luc reporter, luminescence; 0% DMSO, 100% Δ7-dafachronic acid | 370,000 tested, 1.4% active | AID 652067 | activation, % at 6.8 µM;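 active = activation above the mean of all tested compounds plus 3 SD, cut at about 5.5% in these data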;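 also: 100% = response to 3 µM Δ7-dafachronic acid high control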
GAA850 FXN act: increases GAA850 frataxin promoter reporter activity | AID 540364 | 360,000 tested, 0.56% active | activation, % at 6 µM | HEK293 lucGAA850 FXN promoter luciferase reporter, 24 h; percent of 10 µM SAHA response;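 active = activation above the average of all compounds screened plus 3 SD, cutoff fixed separately per campaign, cut at about 7.5% in these data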;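 also: 0% = DMSO wells and 100% = 10 µM SAHA wells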
sPLA2-III inh: Inhibits HGIII-sPLA2 liposome hydrolysis, primary screen; inhibition, % at 12.2 µM; Q9NZ20; QFRET BODIPY PC-A2 liposome hydrolysis, fluorescence; 370,000 tested, 0.56% active; AID 743126;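 active = inhibition above mean plus 3 SD of compounds lying within the high and low control bounds, cut at about 19% in these data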;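 also: 0% = median of test compound wells and 100% = no enzyme DMSO wells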
* = called active by the depositor; · = not tested or not shown; & = joins results of further samples.

SMILES	PLC-beta3 inh	PG9 binder	ssDAF12 agonist	Rev-erbA mod	hgDAF-12 ag	SMARCA2 activ	DAX1 inh-1	DAX1 inh-2	hcDAF12 agonist	GAA850 FXN act	sPLA2-III inh
CSc1ccc(CN2CCCC(N3CCN(c4ccccc4)CC3)C2)cc1 (stereo unspecified)	-5	0.7	-1.1	9	-2.5	-3	-1.4	0.1	-0.7	2.1	5
O=C(NCc1ccccn1)C1CCN(S(=O)(=O)N2CCC3(CC2)OCCO3)CC1	-1	1.4	-1.1	2	-1.7	-4	1.0	-0.1	-0.2	0.9	12
Cc1cc(C)cc(Nc2nc3ccccc3c(=O)[nH]2)c1	0	-2.0	-0.9	-1	6.1	-4	2.8	0.1	0.9	0.0	-9
CC(C)CC(N)c1csc(Nc2ccc(C(=O)NCCO)cc2)n1 (stereo unspecified)	-20	-2.1	-1.3	-4	1.6	-1	·	-0.4	0.7	-0.8	7
COc1ccc(/C=C/C(=O)NC(=S)NCC2CCCO2)cc1 (stereo unspecified)	-10	-0.1	-0.6	1	3.7	-5	-1.4	-0.6	5.1	0.6	6
COc1ccc(OC)c(NC(=O)c2ccc(CSc3nnc(C)s3)cc2)c1	-3	-0.3	-1.8	-3	2.5	1	-0.7	-0.9	-2.1	0.7	-3
CCCS(=O)(=O)N1CCC(C(=O)NCc2ccccc2Cl)CC1	3	0.9	-1.1	1	-1.7	1	-0.8	-0.2	0.8	-1.5	3
COC(=O)c1[nH]c2c(c1C)C(=O)CC(c1cccs1)C2 (stereo unspecified)	3	-1.6	-0.9	8	-3.8	-2	-0.2	1.5	-0.6	0.3	3
C/C(=N\NC(=O)CSCc1ccc(Cl)cc1)c1ccc(NC(=O)c2ccccc2)cc1	2	0.2	-1.1	-6	4.8	5	0.9	0.5	-0.4	1.9	-3
Cn1cccc1Cc1nnc(SCC(=O)NCC2CCCO2)n1-c1ccc(F)cc1 (stereo unspecified)	-3	-1.2	-1.3	-5	2.0	-1	1.4	0.1	1.7	-1.0	-6
COc1cccc(C(=O)O)c1OS(=O)(=O)c1ccc(C)cc1	4	-0.9	-0.7	-1	-0.2	0	-0.9	-0.1	1.3	-0.3	0
Cc1ccc(NC(=O)CSc2n[nH]c(C)c2[N+](=O)[O-])cc1C	3	-0.6	-1.2	0	-2.0	-2	1.8	-0.1	0.5	-0.5	2
O=C(COC(=O)c1ccc(F)c(S(=O)(=O)N2CCOCC2)c1)Nc1ccc2[nH]c(=O)[nH]c2c1	-4	-2.7	-0.6	1	1.0	-1	-0.4	-0.4	4.0	1.1	-16
COCc1nc2oc3ccc(F)cc3c(=O)c2cc1C(=O)OC	-3	-2.6	-1.4	-1	4.2	1	1.4	-0.1	-0.5	6.9	3
COc1ccc(N2CCN(c3cc(=O)n(Cc4ccc(F)cc4)c(=O)[nH]3)CC2)cc1	-1	-1.1	-1.3	-6	-0.5	-3	-0.2	-0.3	-2.3	-1.2	1
CCOC(=O)C1CCCN(c2c(N3CCN(C4CCCCC4)CC3)c(=O)c2=O)C1 (stereo unspecified)	7	-0.5	-1.4	4	-0.6	3	-0.2	0.2	-0.6	-1.1	0
O=C(O)c1cc(S(=O)(=O)Nc2ccc(N3CCCCC3)cc2)ccc1Cl	-1	0.6	-0.4	-10	-2.6	-6	-0.5	0.4	-1.2	0.4	8
CCN(CC(=O)Nc1ccc(NC(C)=O)cc1)C(=O)c1cc(-c2ccccc2)nn1-c1ccccc1	-10	0.3	-1.6	-3	-5.8	-4	-1.2	-0.2	-0.5	0.1	0
COc1ccc(C(C)(C)C)cc1NC(=O)CCN1C(=O)C2CCCCC2C1=O (stereo unspecified)	-7	1.3	-0.6	-4	-1.3	-2	0.0	0.1	-1.0	0.2	2
O=c1cc(CN2CCN(c3ccccc3)CC2)nc2scc(-c3ccccc3)n12	-15	1.2	-0.8	-3	-1.0	-2	-1.9	-0.6	-0.7	-0.3	-5
O=C(OCc1cn([C@@H]2C[C@H](c3ccccc3)N(C(=O)c3cccs3)C[C@H]2O)nn1)c1ccccc1	2	-1.4	-1.1	-3	0.2	-2	0.3	-0.1	-1.0	-0.5	-14
CCC1CCCCN1CCCNC(=O)CS(=O)(=O)Cc1nc(-c2cccc(OC)c2)oc1C (stereo unspecified)	-7	-0.4	-1.0	-1	2.7	-3	0.6	-0.9	-1.2	1.4	-9
CN=C(Nc1ccc(Cl)cc1)c1ccc(C(F)(F)F)cc1	5	2.6	-1.4	-1	8.2	1	1.7	1.2	0.0	1.0	5
COc1ccc2[nH]c(C(=O)Nc3ccc4c(c3)OCO4)cc2c1	-13	-2.6	-0.9	-4	3.5	2	·	1.4	2.0	3.4	-6
Cc1ccc(-c2onc3ccc(C(=O)/C=C/N(C)C)cc23)cc1	-73	-5.5	-0.5	0	3.0	2	-2.1	-0.1	-0.1	0.3	-2
More results follow.
SMILES	PLC-beta3 inh	PG9 binder	ssDAF12 agonist	Rev-erbA mod	hgDAF-12 ag	SMARCA2 activ	DAX1 inh-1	DAX1 inh-2	hcDAF12 agonist	GAA850 FXN act	sPLA2-III inh
CC(C)C(NC(=O)c1ccco1)C(=O)OCc1cc([N+](=O)[O-])cc2c1OCOC2 (stereo unspecified)	-3	-1.4	-1.9	2	-2.3	-2	-0.5	-1.0	0.3	2.4	5
Oc1c(Br)cc2oc3c(c2c1CNCc1ccccc1)CCCC3	0	-1.2	-0.3	-5	-1.3	-4	-0.8	0.6	-1.5	0.7	-7
O=C(Nc1ccccc1)C1CC(=O)N(c2ccc3c4c(cccc24)CC3)C1 (stereo unspecified)	-3	0.4	-1.3	3	-0.9	-1	0.2	-0.4	-1.9	-0.6	-25
COC(=O)CN(n1cnnc1)S(=O)(=O)c1ccccc1Cl	4	-1.2	-1.4	1	-0.8	5	0.7	0.2	-1.1	-1.6	4
O=C(NCc1ccccc1)C(C1CC1)n1c(-c2cccs2)nc2ccccc21 (stereo unspecified)	-11	0.6	-1.1	-1	-1.7	-1	·	-0.7	0.0	·	2
N#CCc1c(C#N)c(N)nc(N2CCCC(CO)C2)c1C#N (stereo unspecified)	-191	-1.8	-2.0	3	1.1	-3	1.2	-0.9	-0.1	-0.1	-12
O=C(NCCc1ccco1)c1ccc(OCc2cn3ccccc3n2)cc1	-7	-2.1	-0.9	-33	6.0	7	0.7	0.8	2.6	4.1	-6
COC(=O)Nc1ccc(S(=O)(=O)NNC(=O)c2c(O)c3ccccc3[nH]c2=O)cc1	-2	5.1	-0.7	12	0.8	0	0.5	-0.2	0.2	3.5	8
CC(C)CC1NC(=O)N(CC(=O)Nc2ccc(OCc3ccccc3)cc2)C1=O (stereo unspecified)	-6	-2.2	-1.5	2	-0.3	1	-0.4	0.2	-0.1	-1.4	-22
CN(CC(=O)NCc1cccc(F)c1)C(=O)c1ccco1	2	-1.2	-1.3	-1	2.2	-2	1.6	-0.6	-0.9	2.7	4
CN(C)CCN(Cc1ccccc1)c1ccccn1	-2	-3.0	-0.8	4&-5	2.2	-6	0.1	0.1	-0.6	0.2	11
CC[N+](C)(C)Cc1ccccc1Br	0	-1.7	-1.6	-1	0.1	5	0.1	0.1	-2.1	-0.9	0
COc1cc(-c2cc(N3C(=O)Nc4ccccc4N3O)n[nH]2)cc(OC)c1OC	4	0.2	-1.1	3	-1.7	-1	-0.3	0.1	0.5	0.1	-8
COc1ccc(S(=O)(=O)N2CCC(C(=O)NCCN3CCOCC3)CC2)cc1OC	-3	-1.0	-0.9	0	1.7	-3	0.5	-0.4	-2.2	0.1	2
CCOC(=O)C1CCCN(C(=O)c2ccc(-c3ccc([N+](=O)[O-])cc3)o2)C1 (stereo unspecified)	-36	0.2	-0.8	3	1.3	4	-0.1	-2.1	-1.4	1.2	-4
Cn1ccnc1C(=O)O[C@@H]1CCC[C@@]2(C(=O)N(Cc3ccccc3)c3ccccc32)[C@H]1NC(=O)CCc1ccccc1	3	·	-1.1	-3	-1.0	2	·	-1.1	-2.7	·	8
Cc1cc(=O)[nH]c(N/N=C/C=C/c2ccccc2)n1	-21	-5.5	-1.6	-3	-2.2	0	0.1	-0.2	-1.6	-1.3	7
O=C(OC[C@@H]1CCCN2CCCC[C@H]12)c1cc2ccccc2oc1=O	-17	-0.3	-1.3	-2	-2.6	-2	-0.8	-0.1	1.2	0.4	20*
Cc1cccc(N(CC(=O)NCc2ccco2)C(=O)CCC(=O)Nc2nccs2)c1	2	-1.5	-1.4	-4	-3.0	-2	-1.0	0.0	-0.3	-0.6	-5
COCCSc1nnc(NS(=O)(=O)Cc2ccccc2)s1	0	-1.0	-1.0	6	2.7	-1	0.0	0.3	1.1	1.4	0
Cc1cccc(-c2nc(CSCC(=O)N3CCN(Cc4ccc5c(c4)OCO5)CC3)c(C)o2)c1	1	-0.6	-1.9	-1	-1.9	-2	-2.1	-0.5	-2.3	-1.4	-7
COc1cc(NC(=O)C2CCN(S(=O)(=O)c3ccc4[nH]c(=O)oc4c3)CC2)cc(OC)c1	-6	1.8	-1.1	6	-0.2	-2	-0.4	-0.2	-2.3	-0.4	-24
CCOC(=O)c1c(C)[nH]c(C=Nc2ccc(OC)cc2)c1O	-40	-4.0	-0.3	0	2.3	-1	1.8	1.1	-1.4	2.2	-4
COc1ccc(NS(=O)(=O)c2ccc(C(=O)N3CCN(c4ccc(F)cc4)CC3)cc2)cc1	-5	0.0	-1.9	5	-2.1	-4	-1.1	-4.7	-1.9	-2.0	-22
O=C(C1COc2ccccc2O1)N1CCN(c2nc3c(F)cc(F)cc3s2)CC1 (stereo unspecified)	-2	0.1	-0.9	-1	3.8	-1	0.6	0.6	-0.7	-0.5	3
Next records
SMILES	PLC-beta3 inh	PG9 binder	ssDAF12 agonist	Rev-erbA mod	hgDAF-12 ag	SMARCA2 activ	DAX1 inh-1	DAX1 inh-2	hcDAF12 agonist	GAA850 FXN act	sPLA2-III inh
C[C@]12C[C@H](O)[C@@H]3c4ccc(O)cc4CCC3[C@@H]1CCC2=O (stereo partly specified)	-4	-2.1	-2.2	-6	3.1	1	-1.0	-0.2	-0.5	0.3	-4
CCOC(=O)C1CCCN(S(=O)(=O)c2ccccc2)C1 (stereo unspecified)	1	-1.5	-0.2	6	2.5	-1	0.2	0.1	-1.3	-1.0	-5
CCOC(=O)c1ccc(NC(=O)CN2CCc3ccccc3C2)cc1	-1	-1.2	-1.3	2	-0.6	1	-1.4	-0.1	-1.7	-1.2	-14
CCc1nnc(NC(=O)C(CC)c2ccccc2)s1 (stereo unspecified)	2	0.5	-1.8	-5	-0.7	-4	2.1	-0.4	-1.8	-0.5	-4
COc1ccc2nc(N(Cc3ccccc3)C(=O)CCNC(C)=O)sc2c1	0	-0.7	-0.9	4	2.0	0	0.6	0.7	0.4	1.0	4
O=C(O)CCCNCc1ccccc1F	-1	2.6	-1.5	-2	1.4	-4	-0.1	0.0	1.5	3.5	14
COc1ccc(/C=C2\NC(=O)C(C=NCc3ccccc3)=C2O)cc1	-27	-3.7	-1.0	1	1.9	6	0.4	-0.2	-0.6	0.2	-2
COc1ccc(C)cc1NC(=O)CCc1ccc(S(=O)(=O)N2CCOCC2)cc1	-4	-1.1	-0.5	-3	1.0	-2	-0.1	-0.6	1.4	1.0	-4
